Assay outcomes as filed in PubChem.
EPAC1 ag: qHTS for Agonist of cAMP-regulated guanine nucleotide exchange factor 3 (EPAC1): primary screen; EPAC1 agonist qHTS, biochemical assay; response scale: 100% = response to 6.5 mM cAMP; Potency, µM (highest dose often 154 µM), without a hit: top-dose activation, most hits filed as activators; AID 720707, 2013; 360,000 compounds, 0.073% hits; note: potency is the fitted concentration of half-maximal effect; nearly all actives have a fitted effect of over 60% in size
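Nucleotide exchange by EPAC1 (100 nM) on Rap1B–BODIPY-GDP (250 nM) in the presence of 50 uM GDP is tracked fluorescently at 480/540 nm over 30 min. Signals are normalized to a 6.5 mM cAMP control.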
CCT chaperon mod: High-Throughput Screening for Modulators of Cytosolic Chaperonin Activity; purified chaperonin ATPase assay, HTRF ADP detection, 30 min; activity change, % (no concentration beside the values), hits read low; 360,000 compounds, 0.3% hits; AID 651819, 2012; in the data active = activity change below about -30%; note: % is set by controls: 0 for no effect and ±100 for the full control effect
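TRiC at 40 or 20 nM final (batch-dependent) in 30 mM Tris pH 7.4, 100 mM KCl, 5 mM MgCl2, 1 mM DTT, with compound at single 76 uM and 10 uM ATP, 30 min at 37 deg C. ADP detected by HTRF Transcreener, 665/615 ratio.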
PLK1 PBD inh: qHTS for Inhibitors of PLK1-PDB (polo-like kinase 1 - polo-box domain): Primary Screen | Serine/threonine-protein kinase PLK1 (Homo sapiens), P53350 | Plk1 PBD binding of FITC phosphopeptide, fluorescence polarization | Potency, µM, for the others: max response, negative = inhibition, hits mostly inhibitors | 360,000 compounds, 2.8% hits | AID 720504, 2013; note: potency is the fitted concentration of half-maximal effect; series mostly up to about 57 µM; % is set by controls: 0 for no effect and ±100 for the full control effect; nearly all actives have a fitted effect of over 65% in size
IL2 activator: qHTS of IL-2 Activators; 360,000 compounds, 0.065% hits; activation, % (series mostly up to about 46 µM); IL-2 activation reporter assay, cell-based qHTS; stimulated with anti-CD3/CD4/CD28 beads; in transgenic mouse T cells; in the data active = activation above about 50%; inconclusive = mostly about 30% to 49%; note: 0% is about no effect
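Unstimulated transgenic mouse T cells preincubated 60 min with compound, then stimulated with anti-CD3/anti-CD4-coated beads plus anti-CD28 for 18 h at 37 degrees C. IL-2 response read as EGFP and DsRed fluorescence by plate cytometry.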
EPAC1 antag: qHTS for Antagonist of cAMP-regulated guanine nucleotide exchange factor 3 (EPAC1): primary screen. Rap guanine nucleotide exchange factor 3 (Homo sapiens), O95398. EPAC1 GEF assay, Rap1b-BODIPY-GDP exchange fluorescence. Potency, µM (highest dose often 115 µM), for inactives: at the highest dose activity change, negative = inhibition, hits mostly inhibitors. 360,000 compounds, 0.14% hits. AID 720709, 2013;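 note: potency is the fitted concentration of half-maximal effect; plate controls were vehicle for no effect and positive control for full effect; nearly all actives have a fitted effect of over 50% in size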
EPAC2 agonist: qHTS for Agonist of cAMP-regulated guanine nucleotide exchange factor 4 (EPAC2): primary screen. Potency, µM (highest dose often 154 µM), for inactives: top-dose activation, actives largely listed as activators. 360,000 compounds, 0.079% hits. AID 720711, 2013. EPAC2 activation, biochemical qHTS; response scale: 100% = 6.5 mM cAMP response; note: potency is the fitted concentration of half-maximal effect; nearly all actives have a fitted effect of over 50% in size
Target sequence (Q8WZA2 whole entry, looked up): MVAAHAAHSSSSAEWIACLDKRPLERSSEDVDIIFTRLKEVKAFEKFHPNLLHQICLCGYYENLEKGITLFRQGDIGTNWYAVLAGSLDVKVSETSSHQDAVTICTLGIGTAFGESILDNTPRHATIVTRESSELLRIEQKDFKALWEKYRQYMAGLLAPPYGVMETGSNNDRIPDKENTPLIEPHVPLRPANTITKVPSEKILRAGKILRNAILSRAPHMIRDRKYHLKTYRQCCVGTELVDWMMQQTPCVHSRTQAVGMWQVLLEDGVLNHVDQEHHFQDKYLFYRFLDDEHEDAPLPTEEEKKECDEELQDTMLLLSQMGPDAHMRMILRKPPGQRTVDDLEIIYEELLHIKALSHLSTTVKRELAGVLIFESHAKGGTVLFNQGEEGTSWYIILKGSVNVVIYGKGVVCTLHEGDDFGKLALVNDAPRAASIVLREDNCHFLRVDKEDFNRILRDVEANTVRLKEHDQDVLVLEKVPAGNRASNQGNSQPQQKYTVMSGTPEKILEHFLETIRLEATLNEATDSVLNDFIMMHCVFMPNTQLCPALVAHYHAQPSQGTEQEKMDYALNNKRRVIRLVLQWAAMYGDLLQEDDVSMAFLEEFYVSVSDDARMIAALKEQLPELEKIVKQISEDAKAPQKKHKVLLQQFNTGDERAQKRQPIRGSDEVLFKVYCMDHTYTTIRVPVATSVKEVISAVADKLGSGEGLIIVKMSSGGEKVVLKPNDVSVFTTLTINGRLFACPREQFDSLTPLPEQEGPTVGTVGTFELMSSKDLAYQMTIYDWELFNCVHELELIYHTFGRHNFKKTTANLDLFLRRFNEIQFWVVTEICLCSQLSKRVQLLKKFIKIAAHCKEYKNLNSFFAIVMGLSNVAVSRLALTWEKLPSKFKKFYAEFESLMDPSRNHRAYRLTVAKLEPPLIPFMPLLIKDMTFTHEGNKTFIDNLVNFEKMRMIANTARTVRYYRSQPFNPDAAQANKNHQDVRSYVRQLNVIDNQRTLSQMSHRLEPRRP
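EPAC2 (100 nM) mixed with Rap1B loaded with BODIPY-GDP (250 nM) plus 50 uM unlabeled GDP; compounds pinned in, 5 min RT, then read every 5 min for 30 min (ex 480, em 540 nm). Normalized to cAMP control.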
WRN helicase inh: qHTS for Inhibitors of WRN Helicase. WRN helicase unwinding, fluorescent forked duplex, kinetic. Potency, µM (doses to about 114 µM), inactives show top-dose activity change, negative = inhibition, hits mostly inhibitors. 360,000 compounds, 0.46% hits; note: potency is the fitted concentration of half-maximal effect; % is set by controls: 0 for no effect and ±100 for the full control effect; nearly all actives have a fitted effect of over 55% in size
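Screening of the MLSMR collection measured strand separation of a quenched forked DNA duplex (100 nM) by 20 nM WRN with 2 mM ATP, all final. Compounds were preincubated with enzyme 15 min at room temperature.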
PI5P4K alpha inh: qHTS for Inhibitors of phosphatidylinositol 5-phosphate 4-kinase (PI5P4K) | PI5P4Kalpha enzyme, ADP-Glo luminescence, 60 min; stronger effect = lower value | max response, % | 330,000 compounds, 1.2% hits | AID 652105, 2013; active = max response of -50% or lower; inconclusive = between -30% and -50%; inactive = -30% or higher; note: value at the top dose of about 77 µM; % is set by controls: 0 for no effect and ±100 for the full control effect
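Compounds were pin-transferred onto PI5P4Kalpha and substrate in HEPES pH 7.4 buffer with EGTA, CHAPS and 5% DMSO. ATP (5 microM final) started the reaction, which ran 60 minutes at room temperature before ADP-Glo detection.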
The depositor's hits bear a star; ? = inconclusive; . = no result given; [ ] = remark or other dose. Unless noted, calls come from the whole dose curve; as a rule, active = well fitted curve in the direction sought with a large enough effect; inconclusive = small, poorly fitted or top-dose-only effect, or another doubt; inactive = no such curve, though single readings can be large; an effect the other way counts as inactive or inconclusive. The list is partial; rates above refer to the full screens.

# | compound | IL2 activator | EPAC2 agonist | PI5P4K alpha inh | WRN helicase inh | CCT chaperon mod | EPAC1 antag | EPAC1 ag | PLK1 PBD inh
1 | Cc1ccc(OCCCC(=O)Nc2nc3ccccc3[nH]2)cc1 | 0.2 | -8% | -5 | 1% | 1.8 | 0% | 2% | 3%
2 | COc1cc2cc(CN(CCc3cccc(C)c3)C(=S)NCCCN(C)C)c(=O)[nH]c2cc1OC | 0.1 | 2% | 1 | 4% | -2.1 | 1% | -2% | -8%
3 | C[C@@H]1CN([C@@H](C)CO)C(=O)CCCn2nncc2CO[C@@H]1CN(C)S(=O)(=O)c1ccc(-c2ccccc2)cc1 | -0.8 | 7% | -1 | -3% | 1.3 | -9% | 1% | -14%
4 | CC(C)SC1=NC(C)(C)C=C(/C=C/c2c(Cl)cccc2Cl)N1 | -1.3 | 7% | 0 | -4% | -1.0 | -4% | 11% | -22%
5 | O=C(NC(c1ccccc1)c1ccc2ccccc2n1)C1CCN(CCOc2ccc(Cl)cc2Cl)CC1 (stereo not drawn) | -0.8 | 7% | 12 | 0%[57.1 µM] | -1.9 | -8% | 6% | -14%
6 | COc1ccc(Cl)cc1NC(=O)NCC1CCN(Cc2ccccc2F)CC1 | -0.6 | 8% | 1 | -1% | -2.5 | -6% | 6% | -9%
7 | CC(=O)N1CCOc2ccc(S(=O)(=O)N(C)c3cccc(C)c3)cc21 | -0.2 | 3% | 11 | -1% | -1.7 | -20% | 4% | -17%
8 | O=C(NCc1cccc(Cl)c1)c1cnn2c1NC(c1ccco1)CC2C(F)(F)F (stereo not drawn) | -1.4 | -10% | . | -15% | -1.0 | 3% | -16% | -6%
9 | Cc1ccccc1NC(=O)NNC(=O)OC(C)(C)C | 1.4 | -3% | 5 | 2% | 1.0 | 8% | -2% | 3%
10 | Cc1ccc(/C=C/c2onc(C)c2S(=O)(=O)N2CCC(C(=O)N3CCN(C)CC3)CC2)cc1 | -5.8 | 3% | 1 | -5% | -2.3 | 3% | 2% | -9%
11 | O=C(c1cnn2c(C(F)(F)F)cc(-c3ccccc3)nc12)N1CCOCC1 | -2.2 | 3% | . | -3%[57.1 µM] | -1.9 | 7% | -8% | -4%
12 | O=C(CCc1ccccc1)NNC(=O)c1ccco1 | -0.3 | 4% | . | 3% | -0.9 | -12% | 1% | 5%
13 | C[C@H](CO)N1C[C@H](C)[C@@H](CN(C)C(=O)C2CCCCC2)OCc2cn(nn2)CCCC1=O | -0.9 | 9% | -2 | 2% | -1.0 | 17% | 13% | -16%
14 | c1ccc(OCCSc2nnc3sc4ccccc4n23)cc1 | -2.2 | 8% | . | -20% | 0.3 | -18% | 13% | -3%
15 | Cc1ccc(C)c(NC(=O)CSc2nnc(Cc3cccn3C)n2-c2ccc(F)cc2)c1 | -2.1 | 3% | 2 | 1% | 0.5 | -13% | 1% | -5%
16 | COc1ccc(OCc2cc(C(=O)NCc3nc(C)cs3)no2)c(Cl)c1 | -3.9 | 11% | 6 | -27% | 1.7 | 11% | 10% | 5%
17 | Cn1c(=O)c2c(nc(CN3CCc4ccccc4C3)n2Cc2ccccc2F)n(C)c1=O | 0.3 | 9% | 3 | -11% | -1.4 | -21% | 3% | -12%
18 | CCOC(=O)CSCC(=O)N1N=C(c2cccs2)CC1c1ccc(F)cc1 (stereo not drawn) | -0.5 | 3% | -3 | -8% | 0.5 | -18% | 1% | 2%
19 | CCCCOc1ccc(CSc2ncn[nH]2)cc1 | -2.5 | 0% | 5 | -4% | -2.8 | -28% | 0% | -8%
20 | O=c1n(-c2ccccc2)c(=O)n2n1CCC2 | 1.1 | -2% | -5 | -2% | -0.9 | -7% | 4% | 2%
21 | Nc1nc(-c2ccco2)nn1C(=O)c1ccc([N+](=O)[O-])cc1 | -0.6 | 4% | -3 | -6% | 0.7 | 1% | 3% | -19%
22 | Cc1oc2ccc(O)cc2c1C(=O)c1ccc(Cl)cc1 | -3.1 | 6% | -1 | -17% | -3.4 | -13% | 18% | 3%
23 | O=C(CCc1ccccn1)N1CCCC(Nc2cccc(F)c2)C1 (stereo not drawn) | -2.1 | 5% | -1 | 5% | -0.3 | -6% | 11% | -16%
24 | N#Cc1nc(-c2ccc(F)cc2)oc1NCc1ccccc1 | -4.2 | -6% | -9 | 2% | -3.1 | 0% | -21% | -3%
25 | Cc1cccc(OCCNc2ccc([N+](=O)[O-])cn2)c1 | -0.1 | 3% | 8 | -3% | -0.2 | -12% | -5% | -3%
26 | Cc1nc2ccccn2c1C(=O)OCC#N | 0.1 | 6% | -5 | 8% | 0.4 | -7% | -8% | -12%
27 | C=CCNC(=S)N1CCN(c2ccc([N+](=O)[O-])cc2)CC1 | -0.5 | 8% | 0 | 4% | -0.3 | 3% | 5% | -3%
28 | Cc1cc(C(N)=O)c2cc(Br)ccc2n1 | 0.0 | 7% | . | 7% | -1.2 | 2% | 7% | -3%
29 | CN(C(=O)c1cnc2n(c1=O)CCS2)C1CCCCC1 | -3.1 | 19% | 2 | -2% | -0.2 | -8% | -2% | -25%
30 | O=C(O)c1cc(S(=O)(=O)Nc2ccc3c(c2)OCCO3)c(Cl)cc1Cl | -2.6 | 5% | 3 | 13% | 0.4 | -8% | -10% | 4%
31 | C/C=C/c1ccc(OCC(=O)OCc2csc(Nc3ccc(C)cc3)n2)c(OC)c1 | -0.7 | 5% | -3 | ? | 0.1 | -26% | 17% | 1%
32 | CCOc1cc(N2CCOCC2)c(OCC)cc1NC(=O)CN1C(=O)NC(C)(c2ccc(OC)cc2)C1=O (stereo not drawn) | -0.4 | 5% | 0 | 4% | 2.1 | 8% | -1% | 3%
33 | O=C(COC(=O)c1ccc(Cl)cc1)NC1CCCCCC1 | -5.4 | -5% | 4 | 8% | -3.7 | 12% | 3% | 3%
34 | Cc1nc(CC(=O)c2c(C)cc(O)cc2O)cs1 | -0.7 | -6% | . | 1% | 1.3 | 11% | 8% | -6%
35 | Cc1noc(C)c1S(=O)(=O)Nc1ccc2c(c1)CC(=O)N([C@H](C)CO)C[C@H](C)[C@@H](CN(C)CC1CC1)O2 | 0.2 | 6% | -8 | 13% | -1.2 | 17% | -7% | -4%
36 | CCC(=O)NC(c1ccco1)c1cc(Cl)c2cccnc2c1O (stereo not drawn) | -0.6 | 7% | ? | -6% | 1.5 | -18% | 6% | -5%
37 | CCOc1cc(/C=N/NC(=O)CN2CCOCC2)ccc1OCc1ccccc1 | -0.2 | 6% | -3 | 2% | -4.0 | -7% | -2% | -14%
38 | CCOc1ccccc1CNC(=O)CCn1ccc2cc(S(=O)(=O)N3CCCCC3)ccc21 | -0.5 | 0% | -1 | -3% | 0.7 | -21% | -10% | 3%
39 | N#Cc1ccc(OCC(=O)NCCc2ccccn2)cc1 | -0.7 | 5% | -7 | -1% | 0.5 | 8% | 4% | 3%
40 | CC(C)CN(C(=O)COC(=O)c1ccc(C#N)cc1)C1CCS(=O)(=O)C1 (stereo not drawn) | 0.4 | 2% | 3 | -1% | 1.1 | 1% | 10% | 2%
41 | OC[C@H]1O[C@@H](c2nc(-c3ccccc3Br)no2)[C@H](O)[C@@H](O)[C@H]1O | 0.1 | 3% | -7 | -2% | 0.2 | -6% | 3% | -3%
42 | COc1ccc(CCNC(=O)CSCc2n[nH]c(=O)[nH]2)cc1OC | 1.8 | -3% | . | -4% | -1.7 | 7% | 2% | 3%
43 | CC(=O)c1cccc(NC(=O)C2=CC(c3cccs3)=NS(=O)(=O)N2C)c1 | -2.1 | 5% | 3 | -9% | -2.2 | -14% | 7% | -9%
44 | Cc1cc(C)cc(OCCNC(=O)C2CCN(S(=O)(=O)c3ccccc3)CC2)c1 | -2.4 | -6% | 3 | -32% | -1.7 | -22% | -2% | 2%
45 | O=C(NNc1nc2c(F)cccc2s1)c1ccccc1 | -0.4 | 1% | -2 | 3% | 1.5 | 6% | -8% | 3%
46 | Cc1sc2nc(SCC(=O)OC(C)C)n(C)c(=O)c2c1C | 0.4 | -14% | -1 | 4% | -2.5 | 0% | 0% | -1%
47 | COc1cccc(-n2nnnc2SCC(=O)NCCc2ccccc2)c1 | 0.2 | -9% | 3 | 1% | -4.1 | -3% | 13% | -11%
48 | O=C(NCc1ccc(F)cc1)Nc1cccc([N+](=O)[O-])c1 | 0.5 | 2% | 1 | 7% | -2.3 | -10% | -6% | -2%
49 | COc1cc(OC)cc(C(=O)N2CC(=O)Nc3ccccc32)c1 | 1.1 | 6% | 4 | 7% | -5.7 | 4% | -2% | 6%
50 | CCOP(=O)(OCC)C(Nc1ccccc1)c1cccnc1 (stereo not drawn) | 0.1 | -9% | -4 | 11% | -2.1 | -20% | -8% | -1%
51 | NS(=O)(=O)c1ccc(NNC(=O)c2sccc2Cl)cc1 | 0.0 | -1% | -1 | -2% | 0.4 | 17% | 4% | -23%
52 | COCCN1Cc2cccc(C(=O)N3CCN(c4ccccc4)CC3)c2C1=O | 2.0 | 0% | -2 | 5% | 0.8 | -2% | 1% | -5%
53 | O=C(c1ccco1)N1CCN(C(=O)c2cnn(-c3ccc(Cl)cc3)c2C2CCNCC2)CC1 | -0.4 | -3% | 9 | -4% | 1.3 | 9% | -1% | -12%

An excerpt taken from the entries so far:
# | compound | IL2 activator | EPAC2 agonist | PI5P4K alpha inh | WRN helicase inh | CCT chaperon mod | EPAC1 antag | EPAC1 ag | PLK1 PBD inh
47 | COc1cccc(-n2nnnc2SCC(=O)NCCc2ccccc2)c1 | 0.2 | -9% | 3 | 1% | -4.1 | -3% | 13% | -11%
48 | O=C(NCc1ccc(F)cc1)Nc1cccc([N+](=O)[O-])c1 | 0.5 | 2% | 1 | 7% | -2.3 | -10% | -6% | -2%
49 | COc1cc(OC)cc(C(=O)N2CC(=O)Nc3ccccc32)c1 | 1.1 | 6% | 4 | 7% | -5.7 | 4% | -2% | 6%
50 | CCOP(=O)(OCC)C(Nc1ccccc1)c1cccnc1 (stereo not drawn) | 0.1 | -9% | -4 | 11% | -2.1 | -20% | -8% | -1%
51 | NS(=O)(=O)c1ccc(NNC(=O)c2sccc2Cl)cc1 | 0.0 | -1% | -1 | -2% | 0.4 | 17% | 4% | -23%
